CCR6 antag = CCR6 (human) receptor antagonism; CHO-K1 CCR6 PathHunter beta-arrestin, luminescence, CCL20-stimulated; AID 493098; 340,000 tested, 0.49% active; inhibition, % at 20 µM; P51684;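 active = compounds whose inhibition of the agonist-driven luminescence signal at 20 µM reaches about 50%, limit read from the data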;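 note: cells stimulated with CCL20 at 14 nM final; plate controls were DMSO with CCL20 for no effect and DMSO without agonist for full effect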
ATG4B inhibitor = ATG4B (human) cysteine protease inhibition; 340,000 tested, 0.51% active; AID 504462; Q9Y4P1; ATG4B cleavage of LC3-PLA2, NBD-HPC fluorescence, 1 h; inhibition, % at 8.33 µM; in the data active = inhibition above about 40%
EBI2 block = blocks human EBI2 receptor beta-arrestin signaling. inhibition, % at 5 µM. 360,000 tested, 0.81% active. EBI2 beta-arrestin recruitment, luminescence, 7a,25-OHC stimulated; in the data active = inhibition above about 38%;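 note: enzyme fragment complementation signal reports receptor beta-arrestin coupling in cells; 0% = agonist plus DMSO wells and 100% = wells without agonist; some results beyond the cut were filed as inactive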
APJ antagonist = APJ receptor antagonism; inhibition, % at 20 µM; CHO-K1 APJ beta-arrestin complementation, luminescence; P35414; 330,000 tested, 0.32% active;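 active = inhibition above about 40% at 20 µM, limit read from the data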;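 note: cells challenged with 10 nM apelin-13 agonist together with compound; plate controls were apelin-13 plus DMSO wells for no effect and DMSO wells lacking apelin-13 for full effect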
APJ agonist = activates the human apelin receptor APJ; P35414; CHO-K1 APJ PathHunter beta-arrestin, luminescence; 0% DMSO wells, 100% apelin; activation, % at 20 µM; 330,000 tested, 0.11% active; AID 2520;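 active = activation more than six SD over the plate average, tested at 20 µM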;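 note: 0% = DMSO alone and 100% = apelin-13 at 10 nM; some results filed as inactive read as strong as hits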
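Assay system: CHO-K1 APJ beta-arrestin complementation cell line / Compound: single test compound dose, 20 µM final, 1% DMSO / Times: overnight seeding, 90 min compound at 25 °C, 1 h detection / Technique: beta-gal luminescence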
Gli-Sufu antag = antagonists of Gli-Sufu signaling | AID 588413 | inhibition, % at 5 µM | 340,000 tested, 0.74% active | Sufu-KO-LIGHT fibroblasts, Gli luciferase reporter luminescence;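 active = inhibition above about 55%, limit read from the data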;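 note: 0% = DMSO-treated cells and 100% = wells with medium but no cells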
CXCR6 inh = CXCR6 (human) receptor inhibition; inhibition, % at 20 µM; CHO-K1 PathHunter CXCR6 beta-arrestin, luminescence; 360,000 tested, 0.36% active; in the data active = inhibition above about 34%, passing the limit was not always enough;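 note: antagonist mode with CXCL16 agonist at 10 nM final; 0% = 10 nM CXCL16 with DMSO and 100% = unstimulated wells without agonist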
Target sequence (O00574 whole entry, looked up): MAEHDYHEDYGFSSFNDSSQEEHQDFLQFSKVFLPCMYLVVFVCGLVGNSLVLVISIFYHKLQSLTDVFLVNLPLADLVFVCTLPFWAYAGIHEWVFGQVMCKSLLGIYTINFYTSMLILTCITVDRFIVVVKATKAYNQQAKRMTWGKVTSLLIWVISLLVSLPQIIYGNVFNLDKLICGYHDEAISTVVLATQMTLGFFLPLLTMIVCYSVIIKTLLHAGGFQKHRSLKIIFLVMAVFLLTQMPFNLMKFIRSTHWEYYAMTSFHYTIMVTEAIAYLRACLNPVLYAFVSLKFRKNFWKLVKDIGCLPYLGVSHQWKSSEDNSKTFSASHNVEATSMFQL
UBC13 polyUb = human UBC13 polyubiquitination inhibition | P61088 | 330,000 tested, 0.47% active | inhibition, % at 20 µM | UBC13 polyubiquitin chain formation, TR-FRET; in the data active = inhibition above about 45%, passing the limit was not always enough
Target sequence (P61088 whole entry, looked up): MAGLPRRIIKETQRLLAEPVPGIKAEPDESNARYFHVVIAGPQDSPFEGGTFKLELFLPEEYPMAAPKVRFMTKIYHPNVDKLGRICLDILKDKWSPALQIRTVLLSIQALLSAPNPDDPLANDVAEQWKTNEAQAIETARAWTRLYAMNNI
* marks the source's active call; other numbers are inactive results; nt = no result given; & = joins results of further samples.

SMILES	CCR6 antag	ATG4B inhibitor	EBI2 block	APJ antagonist	APJ agonist	Gli-Sufu antag	CXCR6 inh	UBC13 polyUb
O=C1C(=O)N(Cc2cccnc2)C(c2cccc([N+](=O)[O-])c2)/C1=C(\O)c1ccc2c(c1)OCCO2 (centres undefined)	8	5	-3	18	4	-4	9	-5
N#Cc1sc(C(N)=O)c(-c2ccccc2)c1-c1ccccc1	6	68*	2	8	2	0	2	-1
CC(C)N1C(=O)C2(OCCCO2)c2cc(Br)ccc21	15	-3	-9	9	-2	1	-2	-12
O=C(COC(=O)COc1ccc(Cl)cc1)NCCNC(=O)COC(=O)COc1ccc(Cl)cc1	3	-20	-4	7	1	0	2	1
CCSc1ccccc1C(=O)NCCCn1ccnc1	-1	-4	3	5	0	7	3	3
CCOc1ccc(N=C(/C(C(=O)C(=O)N2CCOCC2)=C(/O)c2ccccc2)c2ccccc2)cc1	-1	-4	-3	5	4	-13	2	-12
CCOc1ccc2nc3c(cc2c1)CN(CCOC)C(=NCCOC)S3	0	-5	8	-35	18	4	-10	-12
Cc1cccc(NS(=O)(=O)c2cccc(C(=O)NCC(c3ccc(F)cc3)N3CCOCC3)c2)c1 (centres undefined)	8	-15	-1	nt	nt	14	4	nt
C/C(CC(=O)Nc1ccc(Cl)c(C(F)(F)F)c1)=N\NC(=O)c1cnccn1	5	-7	4	24	-4	1	-1	-9
S=C(NCCN1CCOCC1)NC1CCCC1	11	4	2	-5	-3	-6	-7	2
Cc1cc(NC(=O)CCC(=O)N(c2cccc(F)c2)C(C(=O)NC2CCCC2)c2ccccc2)no1 (centres undefined)	10	-3	-5	14	-2	5	-3	2
COc1ccc(C(=O)NCc2ccc3c(c2)CCO3)cc1	-6	-4	-6	-6	-5	-4	5	-12
CCC(Oc1ccccc1F)C(=O)NCCN1CCOCC1 (centres undefined)	14	3	-5	-1	-2	1	0	1
CC(=O)N/C(=N/c1nc(C)cc(C)n1)Nc1cccc(C)c1C	-2	1	4	4	-4	14	-3	5
Cc1ccc(NC(=O)CCC(=O)N/N=C/c2ccccc2O)cc1	4	1	14	-5	-1	5	12	13
COc1ccccc1CCc1nnc(CCC(=O)NCC(C)Oc2cccnc2)o1 (centres undefined)	-3	12	-9	-14	-2	-29	-10	-18
COc1ccc(OCCC(=O)Nc2nccs2)cc1	4	-3	-19	4	-3	-10	-3	7
COc1ccccc1C1=NNC(=NCc2ccccc2)SC1	12	6	-5	13	-3	-9	3	-11
CCC(C)[C@@H](CN)NCC1(c2ccccc2)CC1 (some centres undefined)	1	-3	-9	13	-3	-3	-5	-6
O=C(CCNC(=O)c1ccc(Br)cc1)NCCCc1ccccc1	-2	-1	7	-1	-1	-10	-6	0
COc1cc2c3c(c1)/C(=C1/SC(=S)NC1=O)C(=O)N3C(C)(C)C=C2C	50	0	10	14	-6	4	19	-12
CCc1ccc(Sc2cc(C(=O)NCCN3CCOCC3)c3ccccc3n2)cc1	10	35	7	5	-1	6	4	8
Cc1cnc(NC(=O)CC(C)c2ccccc2)s1 (centres undefined)	9	-1	2	8	-5	-12	2	3
COc1cc(NC(=O)C2CCC(CNc3c(N4CCC(C)CC4)c(=O)c3=O)CC2)cc(OC)c1 (centres undefined)	14&9	-6&-3	-5&-6	19	2	4&4	-1&-2	16
O=C(CCSc1ccc(Cl)cc1)NC12CC3CC(CC(C3)C1)C2	17	3	54*	36	-2	-38	6	-5
Other entries.
SMILES	CCR6 antag	ATG4B inhibitor	EBI2 block	APJ antagonist	APJ agonist	Gli-Sufu antag	CXCR6 inh	UBC13 polyUb
O=C(NC(=S)Nc1ccc(Cl)cc1)c1ccccc1	5	0	-6	0	-2	10	3	3
CCOc1ccc(N2CC(C(=O)Nc3nnc(SCCOC)s3)CC2=O)cc1 (centres undefined)	4	-4	-2	7	-1	2	-3	1
COc1ccccc1C(=O)C(=O)c1ccccc1OC	4	1	9	nt	nt	6	-7	nt
CCn1c(-c2ccccc2)c[nH]c1=S	-3	-7	5	-28	-2	17	1	4
CSc1ccc(C(=O)C2CCCN(C(=O)CCc3cnn(C)c3)C2)cc1 (centres undefined)	9	11	-4	6	1	-5	3	14
Nc1[nH]n(-c2c(Cl)cc(Cl)cc2Cl)c(=O)c1N=Nc1ccc(S(=O)(=O)Nc2ncccn2)cc1	27	5	1	-13	-5	-1	15	-2
c1csc(-c2nc(N3CCCCC3)no2)c1	4	3	-7	-6	-3	-112	-3	15
CCN(CC)C(=O)c1cc2c(=O)c3cc(F)ccc3oc2nc1C	1	-6	-6	-1	-3	-14	-3	-3
CCCCN1C(Nc2ccccc2)=NC[C@@H]1C	19	7	-10	-34	0	16	0	1
CC(C)C(NC(=O)OCc1ccccc1)C(=O)N1CCOCCOCCOCC1 (centres undefined)	7	-8	10	10	-1	-5	6	8
O=C1CSC(=Nc2cccc(C(=O)O)c2)N1	12	-9	-1	-28	-2	49	6	-8
Nc1nnc(SCn2nnc3ccccc3c2=O)s1	9	-8	-4	2	-3	-1	-2	2
Cc1ccc2nc(SC(C)C(=O)N3CCCCC3)[nH]c2c1 (centres undefined)	7	1	-18	4	-4	-25	4	-1
CCN(C(=O)CSc1nnc2ccccn12)C1CCS(=O)(=O)C1 (centres undefined)	9	8	-6	7	-1	1	1	7
Cc1ccc(NC(=O)C(c2ccccc2)N2CCN(CC(=O)NC3CC3)CC2)cc1 (centres undefined)	3	-17	-5	17	-3	5	5	8
COc1ccc(S(=O)(=O)NCC2CCCO2)cc1NC(=O)c1ccccc1F (centres undefined)	17	2	1	-1	-5	-1	6	4
O=C(O)c1ccc(-c2nnc(-c3ccccc3)o2)cc1	5	0	-5	9	-1	-55	3	7
CCN(CC(=O)Nc1ccc2c(c1)OCCO2)C(=O)c1ccccc1Br	9	-3	-3	-7	-4	34	-2	11
NC(=S)n1[nH]c(-c2ccccc2)c(N=Nc2ccccc2C(=O)N2CCOCC2)c1=O	22	-7	-4	28	-5	3	15	-16
CN(C(=O)CSc1nc2cc([N+](=O)[O-])ccc2n1-c1ccc(F)cc1)C1CCS(=O)(=O)C1 (centres undefined)	9	4	10	9	-5	5	0	-2
CCOc1nc(CC(C)C)c2c(c1C#N)CC(C)(C)OC2	14	-3	-4	-22	-2	7	2	-2
CC1(C)CC(C(CC(=O)N2CCCC2)Cc2ccccc2)CCO1 (centres undefined)	0	-4	-4	25	-1	0	-6	-3
O=C(Nc1ccccc1F)c1ccc(Cn2cc(Cl)cn2)cc1	8	5	-5	12	1	-36	3	12
CCC(NC(=O)c1cc(COc2cncc(Cl)c2)on1)c1ccncc1 (centres undefined)	3	-16	1	-22	-3	-3	2	1
O=C(NC1CC1)c1cccc(NC(=O)C2CCN(S(=O)(=O)c3cccc(C(F)(F)F)c3)CC2)c1	10	-25	6	nt	nt	2	-3	nt
Next part.
SMILES	CCR6 antag	ATG4B inhibitor	EBI2 block	APJ antagonist	APJ agonist	Gli-Sufu antag	CXCR6 inh	UBC13 polyUb
COc1ccc(N(CC(=O)NCc2ccc3c(c2)OCO3)C(=O)c2csnn2)cc1	17	0	9	7	-5	-20	-8	-4
CCCN(CCC)CCCNC(=O)C1CCC(CNS(=O)(=O)c2cccc3nsnc23)CC1 (centres undefined)	12	-17	-10	16	6	5	-3	1
CCn1c(=O)cc(SCC(=O)N2CCCCC2)c2ccccc21	13	-7	-2	-11	-5	32	1	20
COc1ccc(C(=O)Nc2ccccc2C(=O)Nc2cccc(C)n2)cc1	11	7	-4	-12	3	-60	-2	5
Cc1[nH]c(=O)c(C#N)cc1-c1csc(-c2ccccc2)n1	11	-3	2	-10	-2	3	0	-11
CC(C)Oc1ccc(C(=O)Nc2nnc(SCC(=O)N3CCOCC3)s2)cc1	-7	-9	-9	8	-1	-65	1	0
Nc1nnc(SCC(=O)NNC(=O)c2ccc(F)cc2)s1	3	0	-16	-1	-3	-11	2	-4
Cc1nn(C)c(Cl)c1C(=O)NCC(=O)O	0	2	0	-22	0	-2	-5	1
O=C(c1c(Cl)cccc1Cl)N1CCN(c2ncccn2)CC1	8	-13	0	15	-1	0	-7	4
Cc1ccc(N)cc1CN1CCCC1=O	9	4	7	11	-1	-1	-5	7
COCCn1c(-c2ccc(Cl)cc2)cnc1SCC(=O)NCc1cccs1	5	3	5	-2	-4	-1	2	2
O=C(NC(N1CCOCC1)C(Cl)(Cl)Cl)c1ccc(Br)cc1 (centres undefined)	10	5	-9	3	-3	4	-6	-9
Cc1ccc(/C=N/Nc2ccc(F)cc2F)s1	-12	6	6	-32	0	-62	-9	-4
CC(=O)c1ccsc1-c1c(C)cc2oc(=O)cc(-c3ccccc3)c2c1C	28	-11	18	nt	nt	-3	8	nt

Screening data as filed in PubChem.
